# Compound activity from PubChem BioAssay.
# Growth percent in the NCI-60 one-dose screen (48 h, 10 µM unless noted): 100 = growth as untreated, 0 = no growth, -100 = all killed.
# COLO 205: COLO 205 colon cancer; 7.3% of 79,000 active
# NCI/ADR-RES: NCI/ADR-RES ovarian cells. 4.4% of 81,000 active. AID 1794790
# NCI-H522: NCI-H522 lung cancer | AID 1794739 | 8% of 78,000 active
# HCT-116: HCT-116 colon cancer; 7.3% of 82,000 active; AID 1794798
# NCI-H322M: NCI-H322M lung cancer | 2.7% of 80,000 active
# HT29: HT29 colon cancer | 7.4% of 81,000 active | AID 1794748
# HCT-15: HCT-15 colon cancer | 5.2% of 82,000 active | AID 1794746
# NCI-H226: NCI-H226 lung cancer. 3.5% of 79,000 active
# NCI-H460: NCI-H460 lung cancer; 6.8% of 82,000 active; AID 1794736
# * = called active by the depositor; . = no result given; & = joins results of further samples. Rule for the calls: active = growth percent below 10; inactive = the rest. Random draw from the library; overall some 12% were active at least once.
SMILES,COLO 205,NCI/ADR-RES,NCI-H522,HCT-116,NCI-H322M,HT29,HCT-15,NCI-H226,NCI-H460
COc1ccc(S(=O)(=O)NCCNc2nccc(-c3c(-c4cccc([N+](=O)[O-])c4)nc4sccn34)n2)cc1,95,82,86,90,98,75,78,82,87
O=C(Nc1ccccc1)OCCc1ccccc1,119,110,.,109,116,95,97,103,103
CC(=N\N=C(N)N)/C(=N/N=C(N)N)c1ccccc1,6.5*,90,94,80,76,43,103,91,93
Cc1ccc2oc(=O)cc(COc3ccc(N=Cc4ccccn4)cc3)c2c1,113,98,79,79,99,93,93,107,103
C[S+](C)Cc1ccc(C(=O)Oc2ccc([N+](=O)[O-])cc2)cc1,97,106,.,98,101,102,101,97,100
Nc1ccc(Sc2ccc([N+](=O)[O-])cc2)cc1,113,101,75,100,115,108,98,95,106
CC1OC(n2c3ccccc3c3c4c(c5c6ccccc6[nH]c5c32)C(=O)N(CCN[C@H]2CCC[C@@H]2N)C4=O)CC(O)C1O (stereo partly drawn),12,88,17,25,54,13,83,40,2.3*
CCCn1cnc2c(c1=N)C(c1ccc(OC)cc1)c1sc3c(F)cccc3c1O2 (stereo not drawn),74,88,74,77,98,58,77,92,86
Nc1cc2ccccc2cc1C(=O)O,121,94,94,85,100,118,115,97,118
Oc1ccc(-c2nc3ccccc3nc2-c2ccc(O)cc2O)c(O)c1,106,109,83,93,84,100,94,100,99
Cc1ccc2c(=O)c(C(=O)O)c[nH]c2n1,107,105,86,104,105,107,104,100,107
COc1c(/C=C/C(=O)N2CCCC2)cc2c(c1OC)OCO2,104,98,93,96,95,98,99,90,102
Cc1ccc(Br)cc1C(=O)O,105,104,170,104,112,111,97,97,110
Cc1nc2ccccc2n1CC1C(=O)CC(C)(C)CC1=O,114,105,92,101,96,101,106,102,110
O=C1c2ccccc2C(=O)c2cc(S(=O)(=O)O)ccc21,115,108,110,105,116,112,97,108,108
CC(=O)NCCOC(=O)c1ccccc1,112,105,.,104,124,114,103,108,111
CCOC(=O)c1cc(C(=O)c2ccc(OC)c(OC)c2)n2c1ccc1c3ccccc3ccc12,105,99,93,90,98,98,98,97,95
CC1C(=O)N(c2ccccc2)C1c1ccccc1 (stereo not drawn),116,97,96,103,107,101,95,96,104
N#C/C(=C\c1ccc(-c2ccccc2)cc1)C(=O)c1ccccc1,121,107,.,94,103,104,106,110,109
OC(CN1CCCCC1)c1ccc(Br)cc1 (stereo not drawn),98,107,.,99,93,110,110,92,111
CC(C)=C(c1ccc(Cl)cc1)c1ccccc1Cl,106,106,96,99,120,100,97,109,103
CCCCC1(COC(=O)CCC(=O)O)C(=O)N(c2ccccc2)N(c2ccccc2)C1=O,104,97,114,107,113,111,103,106,104
CCOC(=O)/C(C#N)=C/c1ccccc1F,.,107,97,110,101,103,104,101,103
CCOC(=O)c1nnn(C(Cc2ccccc2Cl)C(=O)OCC)c1C (stereo not drawn),105,107,69,100,108,87,107,103,101

# Part of the list above in order of formula weight, rising:
SMILES,COLO 205,NCI/ADR-RES,NCI-H522,HCT-116,NCI-H322M,HT29,HCT-15,NCI-H226,NCI-H460
Cc1ccc2c(=O)c(C(=O)O)c[nH]c2n1,107,105,86,104,105,107,104,100,107
CC(=O)NCCOC(=O)c1ccccc1,112,105,.,104,124,114,103,108,111
Cc1ccc(Br)cc1C(=O)O,105,104,170,104,112,111,97,97,110
CCOC(=O)/C(C#N)=C/c1ccccc1F,.,107,97,110,101,103,104,101,103
CC1C(=O)N(c2ccccc2)C1c1ccccc1 (stereo not drawn),116,97,96,103,107,101,95,96,104
CC(C)=C(c1ccc(Cl)cc1)c1ccccc1Cl,106,106,96,99,120,100,97,109,103
OC(CN1CCCCC1)c1ccc(Br)cc1 (stereo not drawn),98,107,.,99,93,110,110,92,111
COc1c(/C=C/C(=O)N2CCCC2)cc2c(c1OC)OCO2,104,98,93,96,95,98,99,90,102
N#C/C(=C\c1ccc(-c2ccccc2)cc1)C(=O)c1ccccc1,121,107,.,94,103,104,106,110,109
CCOC(=O)c1nnn(C(Cc2ccccc2Cl)C(=O)OCC)c1C (stereo not drawn),105,107,69,100,108,87,107,103,101
CCOC(=O)c1cc(C(=O)c2ccc(OC)c(OC)c2)n2c1ccc1c3ccccc3ccc12,105,99,93,90,98,98,98,97,95

# The listing continues.
SMILES,COLO 205,NCI/ADR-RES,NCI-H522,HCT-116,NCI-H322M,HT29,HCT-15,NCI-H226,NCI-H460
COc1cc(C2C=C(C(=O)O)Nc3nc(SC)[nH]c(=O)c32)cc(OC)c1OC (stereo not drawn),119,108,113,97,126,109,107,111,106
S=c1nc[nH]c2c1ncn2C1C=CCCC1 (stereo not drawn),107,94,93,98,96,109,104,98,102
COc1ccc(N)c(S)c1,85,98,84,93,106,100,97,93,106
Nc1cc(S(=O)(=O)c2ccc(N3CCCCC3)c(N)c2)ccc1N1CCCCC1,106&104,81&83,69&84,85&82,109&103,99&99,92&104,90,88&79
CC(C)NCC(C)(C)NC(Cc1ccccc1)c1ccccc1 (stereo not drawn),95,90,62,90,95,73,103,99,111
CN1CCN(c2cc(-c3ccncc3)c(-c3ccc4ccccc4c3)nn2)CC1,92,95,68,83,92,78,89,90,103
COc1ccc(C(=O)c2sc3nc(-c4cc(OC)ccc4OC)cc(-c4ccc(OC)cc4)c3c2N)cc1,99,103,80,83,.,96,94,92,111
CCn1nc(-c2ccc(C(=O)OC)cc2)nc2c(=O)n(C)c(=O)nc1-2,87,70,77,51,45,71,64,33,48
CCCS(=O)(=O)Oc1cc2oc(=O)c3c(c2cc1OC)CCCCC3,79,68,60,83,92,66,74,92,96
CN1CCN(CCCOc2ccc3nc(Nc4ccc(C(F)(F)F)c(Cl)c4)ccc3c2)CC1,-78*,20,-38*,1.0*,-5.9*,-67*,-37*,54,-40*
Fc1cccc(-n2ncc3c(Nc4ccc(-c5nnc(Nc6ccccc6)s5)cc4)ncnc32)c1,117,108,93,103,108,103,106,99,110
COc1cc(/C=C/C(=O)c2ccc(NC(=O)CSc3nnc(-c4cc(OC)c(OC)c(OC)c4)n3-c3ccccc3)cc2)cc(OC)c1OC,10,44,-4.1*,-81*,65,1.2*,-38*,-64*,13
C#CCOc1ccccc1C(OC(=O)c1ccc(OC)cc1)C(=O)NC(C)(C)C(C)(C)C (stereo not drawn),79,101,89,57,85,72,79,83,99
COc1ccsc1/C=N/NC(=O)c1[nH]c2ccc(Br)cc2c1-c1ccccc1,-32*,-24*,-34*,0.4*,34,-12*,1.3*,17,0.1*
CCCCN(CCCC)CCCNc1c2c(nc3ccc(OC)cc13)CCCC2,75,95,93,50,82,33,73,83,82
COc1cc2c(c(OC)c1OC)C(=O)CC(c1cccc(NC(=O)c3cccc(N)c3)c1)O2 (stereo not drawn),102,68,61,65,91,95,65,87,79
CC(=O)OCC(=O)[C@@]12OC(C)(C)O[C@@H]1CC1C3C[C@H](F)C4=CC(=O)C=C[C@]4(C)[C@@]3(F)[C@@H](O)C[C@@]12C (stereo partly drawn),117,98,103,104,107,105,118,70,102
Nc1cccc(NC(=O)C(=O)Nc2cccc(N)c2)c1,127,93,92,80,109,115,95,94,117
CCOC(=O)N1CCC2(CC1)NC(=O)c1ccccc1N2,99,105,101,98,110,105,106,108,108
Nc1nc(=O)n([C@H]2C[C@H](O)[C@@H](CO)O2)cc1CO,108,112,108,113,107,116,111,108,103
CN1CCN(c2ccc(C(=O)Nc3cccc(C#Cc4cccc5[nH]nc(N)c45)c3)cc2C(F)(F)F)CC1,-73*,-25*,-59*,-83*,-25*,-36*,-54*,16,-68*
O=C1/C(=C\c2cccn2C/C=C/c2ccccc2)c2ccccc2N1c1c(Cl)cccc1Cl,91,85,75,100,77,88,92,79,101
CCOC(=O)c1c(NCC(=O)Nc2ccc([N+](=O)[O-])cc2Cl)sc(C(C)=O)c1C,121,102,97,95,95,110,96,106,113
COc1cc(/C=C/c2nc(Nc3ccc(S(=O)(=O)Nc4cc(C)on4)cc3)c3ccccc3n2)ccc1O,106,51,42,55,88,85,32,86,66
CCOC(=O)c1cc(C(=O)OC)n2c1ccc1c3ccccc3ccc12,99,92,99,89,101,99,101,78,101
CN=S(=O)(OCCCCCOS(=O)(=NC)c1ccc(C)cc1)c1ccc(C)cc1 (stereo not drawn),113,90,116,75,101,96,108,86,56
CC(=O)OCC(OC(C)=O)C(OC(C)=O)C1OC(Oc2ccccc2)C(OC(C)=O)C1OC(C)=O (stereo not drawn),114,104,82,97,100,95,90,104,110
COc1ccccc1/C=N/Nc1nc2ccccc2c(=O)n1-c1ccccc1,112,97,76,95,96,97,101,.,101
CNC(=O)c1cc(Oc2ccc3c(c2)sc2nc(-c4ccc(Br)cc4)c(CN4CCN(C)CC4)n23)ccn1,96,96,90,94,94,90,100,104,108
CN(Cc1ccccc1)S(=O)(=O)/N=C1\NC(=O)NC1=C(Cl)Cl,-26*,81,-22*,21,95,48,-69*,92,18
NC/C(=C/F)COc1ccc2nc(N3CCC(O)CC3)oc2c1,117,116,.,98,111,109,109,101,109
Cc1ccc(=O)n(-c2ccc(C3=NCCC3)cc2)c1,106,101,90,98,93,94,109,96,104
COc1ccc(-c2c3c(cn2Cc2ccccc2OC)-c2oncc2CCC3)cc1,89,95,91,95,100,99,95,97,98
Cc1ccc(C(=O)O)c([N+](=O)[O-])c1OCc1ccccc1,107,109,96,104,96,100,97,109,117
O=C(Nc1ccc(NCCN2CCOCC2)nc1)c1ccc([N+](=O)[O-])cc1,110,105,95,97,107,101,105,109,110
COc1cc(C(=O)O)ccc1O,110,109,111,95,100,101,108,101,108
Cn1cc(-c2cc(N)n3nc(-c4cn(C)c5ccccc45)cc3n2)c2cc(Cl)ccc21,-80*,-12*,-63*,-89*,-1.1*,-67*,-78*,22,-50*
C=CN(c1ccccc1)c1nc(=O)[nH]c(=O)[nH]1,108,99,98,103,106,105,105,108,107
N#CC1=C(Nc2ccccc2Cl)SC(c2ccccc2O)NC1=O (stereo not drawn),121,110,1.1*,109,114,112,119,120,121
O=C(CN1CCN(c2cc(=O)n(-c3ccccc3)c3ccccc23)CC1)Nc1ccccc1,90,78,66,69,90,86,83,73,84
Cc1ccc(-c2csc(NC(=O)CN3CCN(c4cc5c(cc4F)c(=O)c(C(=O)O)cn5C4CC4)CC3)n2)cc1,-18*,4.9*,-12*,14,12,0.4*,10,29,14
NC(N)=N/N=C\c1ccc(OCc2ccccc2)cc1,-63*,80,77,61,93,17,36,46,96
NC(/N=C/c1cc(Cl)cc(Cl)c1O)=N\S(=O)(=O)c1ccc(N=Cc2cc(Cl)cc(Cl)c2O)cc1,107,101,101,107,125,.,105,104,110
CCCCCCCCCCC(CO)CCCCCCCC (stereo not drawn),114,105,.,97,103,117,100,99,114
CN(NC1OC(=O)c2ccccc21)c1ccc(C(F)(F)F)cc1[N+](=O)[O-] (stereo not drawn),135,96,88,86,94,120,92,81,97
N#Cc1c(N)nc2c(c1N)C(Sc1ccc(Br)cc1)c1ccc(O)cc1O2 (stereo not drawn),120,98,67,91,103,86,89,107,101
CC(=O)OCC(=O)[C@@]12OC3(CCCC3)O[C@@H]1CC1C3CCC4=CC(=O)C=C[C@]4(C)[C@@]3(F)[C@@H](O)C[C@@]12C (stereo partly drawn),104,79,102,96,103,106,102,79,99
COc1ccc2c(c1)/C(=N\N=C\c1cc(OC)c(OC)c(OC)c1)C(=O)N2,111,95,98,108,99,109,101,80,122
O=C(Nc1ccc2c(O)c(N=Nc3ccccc3)c(S(=O)(=O)O)cc2c1)Nc1ccc2c(O)c(N=Nc3ccccc3)c(S(=O)(=O)O)cc2c1,93,109,86,106,88,93,110,112,104
CCOC(=O)C(Cc1ccc(OC)c(OC)c1Br)(NC(C)=O)C(=O)OCC,108,106,93,98,107,108,103,97,111
COc1ccc(S(=O)(=O)N2CCCC(C(=O)Nc3nc4ccc(NC(=O)c5ccc(F)c(OC)c5F)cc4s3)C2)cc1 (stereo not drawn),90,88,76,65,89,91,75,80,84
COc1ccc(-c2nc(SCC(C)C)nc(NN)c2C#N)cc1,101,57,56,71,75,106,52,81,44
Cc1[nH]c(=O)[nH]c(=O)c1NC(=O)c1ccccc1[N+](=O)[O-],107,112,90,103,93,98,96,98,108
CC(=N\OCCC#N)/C(C)=N/OCCC#N,122,108,110,109,102,117,101,105,116
CC(Sc1nc2sc3c(c2c(=O)n1-c1ccc(Cl)cc1)CCCC3)C(=O)Nc1ccc([N+](=O)[O-])cc1Cl (stereo not drawn),124,103,85,91,88,108,93,91,100
COc1ccc2[nH]cc(-c3noc(C(=O)c4cn(C)c5ccc(Br)cc45)n3)c2c1,96,105,77,87,101,92,101,102,102
CSc1nc(N)c(C(=O)NC2CCCCC2)s1,121,101,95,108,112,101,98,104,102
Clc1ccc(C2=CSCCS2)cc1,115,103,100,105,122,111,102,103,103
C1CCN(CC2CCCCN2)CC1 (stereo not drawn),93&100,101&107,99&109,102,119&110,107&116,114&106,102&107,116&116
CC1(C)CCCC2(C)C(OCCO)=CC(=O)C=C12 (stereo not drawn),118,104,118,105,.,103,115,112,109
